# Bioassay records: PubChem, several laboratories
# CYP2C19 inh = blocks human cytochrome P450 2C19; P33261; CYP2C19 Supersomes, luciferin-H EGE luminescence, 30 min; inhibition, % at 5 µM; 96,000 tested, 21% active;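 active = CYP2C19 inhibition above a set limit at 5 µM in the primary screen, cut at about 50% in these data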;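 note: plate controls were negative control wells for no effect and 2.5 mM tranylcypromine positive control for full effect; values of inactives mirror those of a sister screen read the other way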
# Target sequence (P33261 whole entry, looked up): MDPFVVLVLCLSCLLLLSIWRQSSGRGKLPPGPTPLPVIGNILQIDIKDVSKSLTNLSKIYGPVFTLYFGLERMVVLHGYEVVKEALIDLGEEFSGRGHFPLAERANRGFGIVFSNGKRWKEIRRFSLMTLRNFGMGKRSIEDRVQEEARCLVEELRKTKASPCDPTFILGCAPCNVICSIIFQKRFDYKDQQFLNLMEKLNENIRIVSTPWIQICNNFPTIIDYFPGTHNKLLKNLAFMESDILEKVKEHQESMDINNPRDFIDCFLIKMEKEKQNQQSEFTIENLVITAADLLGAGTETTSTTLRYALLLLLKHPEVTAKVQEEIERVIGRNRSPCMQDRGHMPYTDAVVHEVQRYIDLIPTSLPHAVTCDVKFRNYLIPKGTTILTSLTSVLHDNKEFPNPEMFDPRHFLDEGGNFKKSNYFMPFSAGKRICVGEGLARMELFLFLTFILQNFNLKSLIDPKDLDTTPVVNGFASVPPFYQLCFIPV
# HUVEC inhibit = inhibitors of human endothelial cell proliferation | 86,000 tested, 1.1% active | HUVEC proliferation, CellTiter-Glo luminescence, 72 h; hits give low values | viability, % at 10 µM (by protocol) | AID 648;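 active = viability at or below 30%; inactive = viability above 30%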;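 note: 100% = median luminescence of DMSO-only cell control wells on each plate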
# CD11b adhes enh = enhancers of human CD11b/CD18 binding to fibrinogen; P05107+P11215; K562 CD11b/CD18 adhesion to fibrinogen, ATPlite luminescence; activation, % at 10 µM; 93,000 tested, 0.07% active;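 active = 10 µM primary screen giving 50% or more activity, confirmed by 40% or more on retest at that dose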; note: strong numbers were not always called active
# ERa coact inh = ER-alpha (human) coactivator binding inhibition; TR-FRET ER-alpha LBD / SRC-1 peptide, estradiol-bound; inhibition, % at 25.6 µM; 86,000 tested, 1.7% active; AID 629; P03372; in the data active = inhibition above about 50%;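 note: 0% = receptor plus peptide control and 100% = peptide only without receptor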
# Target sequence (P03372 whole entry, looked up, the tested form may be a part): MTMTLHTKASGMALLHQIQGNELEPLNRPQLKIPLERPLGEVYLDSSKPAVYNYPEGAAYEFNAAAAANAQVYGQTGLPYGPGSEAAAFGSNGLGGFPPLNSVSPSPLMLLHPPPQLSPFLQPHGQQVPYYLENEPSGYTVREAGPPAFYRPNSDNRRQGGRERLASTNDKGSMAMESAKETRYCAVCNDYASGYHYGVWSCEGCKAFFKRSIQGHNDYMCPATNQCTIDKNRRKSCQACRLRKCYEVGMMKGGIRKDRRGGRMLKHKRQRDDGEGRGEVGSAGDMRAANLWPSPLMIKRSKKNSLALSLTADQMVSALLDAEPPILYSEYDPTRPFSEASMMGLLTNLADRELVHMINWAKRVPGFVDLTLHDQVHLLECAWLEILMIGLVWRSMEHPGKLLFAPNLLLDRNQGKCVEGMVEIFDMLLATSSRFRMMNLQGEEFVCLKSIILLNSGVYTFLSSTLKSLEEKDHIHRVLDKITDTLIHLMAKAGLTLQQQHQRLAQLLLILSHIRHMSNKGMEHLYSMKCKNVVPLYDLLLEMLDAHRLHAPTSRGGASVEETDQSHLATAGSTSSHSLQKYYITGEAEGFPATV
# Mac1 fbg inh = blocks human CD11b/CD18 adhesion to fibrinogen | 93,000 tested, 0.54% active | inhibition, % at 10 µM | K562 CD11b/CD18 adhesion to fibrinogen, ATPlite luminescence; Mn2+ added to activate the integrin | P05107+P11215;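 active = primary inhibition of 50% or more at 10 µM, then 40% or more on retest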; note: some results filed as inactive read as strong as hits
# Fibroblast inh = blocks proliferation of human lung fibroblasts. LL 47 human lung fibroblast viability, ATP luminescence; hits give low values. viability, % at 10 µM. 85,000 tested, 1.1% active. AID 719;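 active = viability at or below 50% in the single dose screen; inactive = viability above 50%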;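 note: compound exposure lasted 72 h before the ATP readout; 100% = median luminescence of untreated cell-only wells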
#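 Times – overnight cell rest, 72 h compound treatment at 37 °C · Test system – human lung fibroblast line LL 47, low passage · Amount – 1,150 cells in each well · Controls – cell-only wells, no compound · Doses – 0.1% DMSO in all compound wells · Measured by – CellTiter-Glo luminescence · Buffer or medium – IMEM plus 15% FBS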
# ERa SRC1 pot = enhances coactivator binding to human estrogen receptor alpha | P03372 | TR-FRET ERalpha-LBD/SRC-Cy5 coactivator binding, 2 h; 100 = basal binding, no effect | coactivator binding (% of control), % at 25.6 µM | 86,000 tested, 1.3% active | AID 639; in the data active = activity above about 200%;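 note: binding measured in presence of low estradiol as agonist stimulus; 0% = peptide alone without receptor and 100% = receptor with peptide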
# CYP2C19 act = activators of human cytochrome P450 2C19; P33261; recombinant CYP2C19, luciferin-H EGE luminescence; hits give high values; 0 = fully inhibited enzyme, 1 = untreated enzyme; activation factor at 5 µM; 96,000 tested, under 10 active; AID 1025;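 active = activation factor of at least 2 at 5 µM in the primary screen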;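 note: 0 = wells with 2.5 mM tranylcypromine and 1 = vehicle-only wells; values of inactives mirror those of a sister screen read the other way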
# H69AR growth 86K = growth inhibitors of human H69AR lung tumor cells; H69AR lung tumor viability, ATP luminescence, 72 h; hits give low values; viability, % at 10 µM; 85,000 tested, 6% active; AID 598;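 active = viability at or below 40%; inactive = viability above 40%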;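 note: multidrug resistant small cell line overexpressing MRP-1 efflux transporter; 100% = mean luminescence of untreated control wells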
# * marks the source's active call; other numbers are inactive results; · = not tested or not shown; [ ] = another dose, or the depositor's remark.
SMILES,CYP2C19 inh,HUVEC inhibit,CD11b adhes enh,ERa coact inh,Mac1 fbg inh,Fibroblast inh,ERa SRC1 pot,CYP2C19 act,H69AR growth 86K
COCCNC(=O)Cn1cnc2sc(C)c(S(=O)(=O)N3CCC(C)CC3)c2c1=O,-17,96,-8,-39,1,90,123,1.2,71
Cc1ccc(-n2c(SCC(N)=O)nc3c([nH]c4ccccc43)c2=O)cc1,9,79,-6,1,4,88,86,0.9,54
Brc1cc(Br)c2nc(-c3cccs3)ccc2c1,-24,71,7,0[fluorescence artefact?],10,94,241*[fluorescence artefact?],1.2,80
COc1cc(OC)cc(C(=O)NC(=S)Nc2ccc(Cl)c(C(=O)O)c2)c1,6,·,-6,·,-7,·,·,0.9,·
c1ccc(-c2nc(NCc3ccco3)c3ccccc3n2)nc1,28,48,6,1,-14,55,101,0.7,16*
Brc1cc2[nH]cnc2c2ccccc12,50*,70,0,-29,-17,93,83[fluorescence artefact?],0.5,95
CCOC(=O)c1c(C)oc2ccc(NS(=O)(=O)c3cccs3)cc12,64*,74,-5,7,-3,96,91,0.4,60
O=c1c2c(nc3nc(COc4ccccc4)[nH]n13)CCC2,-6,88,·,-11,·,96,94,1.1,89
CNC(=O)c1csc(-c2ccc(C)cc2)n1,13,·,-3,·,13,·,·,0.9,·
COc1ccc(NC(=O)N[C@@H](CCSC)C(=O)O)cc1Cl,14,97,-2,-6,-13,95,118,0.9,100
Cc1csc(N(C)C(=O)CSc2nnc(COc3ccccc3C)o2)n1,18,110,-4,0[fluorescence artefact?],-38,108,119,0.8,88
CCCNc1nc(OC(C(F)(F)F)C(F)(F)F)nc(OC(C(F)(F)F)C(F)(F)F)n1,11,104,-1,-1[fluorescence artefact?],78,104,111,0.9,83
c1ccc2c(c1)OCC(c1nn3c(Cn4nnc5ccccc54)nnc3s1)O2 (stereo not drawn),35,102,-2,21,-31,93,131[fluorescence artefact?],0.7,90
CNC(=O)CSc1nnc(-c2ccco2)n1-c1ccccc1OC,12,99,-1,-5,36,103,101,0.9,89
Cc1cc(C(=O)CSc2nnnn2-c2ccc(O)cc2)c(C)n1Cc1ccc2c(c1)OCO2,99*,·,-1,·,43,·,·,0,·
NC(=O)C1CCN(C(=O)Cn2cccc2C(=O)c2ccccc2)CC1,-4,94,-1,-3,4,96,97,1,106
O=C(O)CC1S/C(=N/N=C/c2ccc(-c3ccc(Cl)cc3[N+](=O)[O-])o2)NC1=O (stereo not drawn),-4,83,4,4,9,103,72,1,100
COc1cc(OC)c(OC)cc1/C=N/NC(=O)CC1C(=O)NN=C1C (stereo not drawn),-8,·,2,·,10,·,·,1.1,·
O=C1CC(N2CCC(c3nc4ccccc4[nH]3)CC2)C(=O)N1Cc1ccccc1 (stereo not drawn),3,98,-6,-15,-6,98,122,1,89
CC(=O)N1CCN=C1SCc1c(F)cccc1Cl,20,83,9,-6,-18,91,129,0.8,99
Cc1ccc(NC(=O)N2CCC(NC(=O)C(C)(C)C)CC2)cc1,6,96,-1,-7,-1,97,135,0.9,100
Cc1nnc(NC(=O)C2CCCN(S(=O)(=O)Cc3ccccc3)C2)s1 (stereo not drawn),10,95,-3,-6,-3,99,106,0.9,98
O=C(NCCN1CCc2ccccc2C1)C1CC(=O)N(C2CCCC2)C1 (stereo not drawn),-6,98,·,-3,·,100,115[fluorescence artefact?],1.1,86
CCN1C(=O)c2ccc(-c3nc4ccccc4c(=O)o3)cc2C1=O,·,94,·,27[fluorescence artefact?],·,91,96[fluorescence artefact?],·,57
CCOC(=O)N1CCC(NC(=O)c2cc(C(=O)Nc3ccc(F)cc3F)ccc2CO)CC1,2,111,-2,0,1,102,110,1,77
Cc1ccc(S(=O)(=O)N2CCCCC2C(=O)N2CCN(c3ccccc3F)CC2)cc1 (stereo not drawn),35,98,-6,7,-16,88,95,0.6,89
CC(=O)c1cc(C#N)c(Oc2cc(C)cc(C)c2)nc1C,-6,·,-1,·,-5,·,·,1.1,·
COCCNC(=O)c1cc2c(=O)n3cccc(C)c3nc2n(Cc2ccncc2)c1=N,51*,95,1,1,1,101,111,0.5,67
CCOC(=O)C1CCN(C(=O)COc2cccc(C)c2)CC1,81*,113,·,-3[fluorescence artefact?],·,111,117,0.2,89
CN(CCCNC(=O)c1ccc(N2CCCC2=O)cc1)c1ccccc1,·,104,·,-8,·,104,130,·,99

# Brought forward from above: 3 compounds, then new ones.
SMILES,CYP2C19 inh,HUVEC inhibit,CD11b adhes enh,ERa coact inh,Mac1 fbg inh,Fibroblast inh,ERa SRC1 pot,CYP2C19 act,H69AR growth 86K
COCCNC(=O)c1cc2c(=O)n3cccc(C)c3nc2n(Cc2ccncc2)c1=N,51*,95,1,1,1,101,111,0.5,67
CCOC(=O)C1CCN(C(=O)COc2cccc(C)c2)CC1,81*,113,·,-3[fluorescence artefact?],·,111,117,0.2,89
CN(CCCNC(=O)c1ccc(N2CCCC2=O)cc1)c1ccccc1,·,104,·,-8,·,104,130,·,99
CS(=O)(=O)N1CCC(C(=O)Nc2ccc(Br)cc2F)CC1,-1,89,-3,-5,-23,101,93,1,89
CCOC(=O)C1C(c2ccc(C)o2)NC(=O)NC1(O)C(F)(F)F (stereo not drawn),9,117,-4,-8,2,101,112,0.9,98
CCCOc1cc(C)c(S(=O)(=O)n2ccc(C)n2)cc1C,70*,109,-1,-7,21,88,102,0.3,75
C=CCNC(=O)c1ccc(C(=O)c2ccccc2)cc1,8,96,-1,-4[fluorescence artefact?],4,103,105,0.9,55
CC(C)NC(=O)CN(c1cccc(Br)c1)S(C)(=O)=O,28,97,-4,-6,-7,103,119,0.7,91
CC(C)(NC(=O)N1CCCC1)c1cccc(C(C)(C)NC(=O)N2CCCC2)c1,-6,·,0,·,-10,·,·,1.1,·
Cc1nc2sc(C(c3ccco3)N3CC(C)OC(C)C3)c(O)n2n1 (stereo not drawn),3,·,-1,·,6,·,·,1,·
O=C(N/N=C/c1cccs1)c1cc(-c2ccc3ccccc3c2)n[nH]1,5,·,51,·,-7,·,·,0.9,·
O=C(CSc1nnc(-c2cccs2)n1Cc1ccco1)Nc1ccc2c(c1)OCO2,33,94,-2,4[fluorescence artefact?],4,102,84[fluorescence artefact?],0.7,108
c1ccc(CCn2nnnc2C(c2cccnc2)N2CCN(c3nc4ccccc4s3)CC2)cc1 (stereo not drawn),59*,79,0,0,2,101,124,0.4,96
COc1ccc(CNC(=O)/C=C/c2cc([N+](=O)[O-])ccc2OC(F)F)cc1,7,·,2,·,4,·,·,0.9,·
CCOc1ccc(-n2cnnn2)cc1S(=O)(=O)NC1CC1,3,99,-3,-16,4,102,88,1,97
Cc1ccc(C)n1-c1ccc(-c2nnco2)cc1,43,95,7,12,10,86,100[fluorescence artefact?],0.6,79
O=C(Nc1ccc2c(c1)OCO2)c1ccc(S(=O)(=O)NCC2CCCO2)cc1 (stereo not drawn),1,90,-1,-24,-24,96,109,1,107
Cn1c(/C=C/N2CCOCC2)c(C(=O)c2ccc(Br)cc2)c(=O)n(C)c1=O,17,103,3,-2,-5,99,112[fluorescence artefact?],0.8,·
CCOc1ccc(NC(=O)Nc2ccc(N(C)C(C)=O)cc2)cc1,-7,82,-2,20,4,91,94,1.1,66
CC(=O)c1cccc(NC(=O)c2ccc(N(Cc3ccc(C)cc3)S(C)(=O)=O)cc2)c1,85*,60,-6,-1,27,98,105[fluorescence artefact?],0.1,83
CCOC(=O)c1c(-c2ccccc2)[nH]c2ccc(O)cc12,14,83,-1,-7,4,94,97[fluorescence artefact?],0.9,101
COc1ccc(OC)c(Nc2nc(N)nc(CSc3nnc(-c4ccncc4)o3)n2)c1,1,86,9,11,8,97,72,1,77
COC(=O)CC(=O)Cc1nc(N)nc(Nc2ccc(C)c(C)c2)n1,·,101,·,6,·,94,102,·,86
Cc1occc1-c1nnc(SCC(=O)c2ccc(Cl)cc2)n1CC1CCCO1 (stereo not drawn),10,88,·,6,·,99,108,0.9,85
Fc1ccc(-c2oncc2-c2nnnn2-c2ccccc2)cc1F,·,100,·,1,·,99,104,·,103
COc1ccc(-c2cc(C(=O)Nc3c(C)nn(Cc4ccccc4)c3C)no2)cc1,26,52,-6,-8,0,91,112,0.7,92
COC(=O)C(C)NC(=O)C(C)NC(=O)OCc1ccccc1 (stereo not drawn),13,87,-3,-1,-25,95,99,0.9,99
CCOC(=O)c1[nH]c2ccc(OC)cc2c1NC(C)=O,-15,98,-4,-1,-1,102,107,1.2,83
CCC(=O)N1CCc2cc(Br)cc(S(=O)(=O)NCC3CCCO3)c21 (stereo not drawn),28,94,1,4[fluorescence artefact?],-24,102,115[fluorescence artefact?],0.7,98
O=C(CSc1nn(-c2ccccc2)c(=S)s1)NC(=O)NCc1ccco1,35,80,-4,22[fluorescence artefact?],12,106,89,0.7,40
COC(=O)c1ccc(C)c(NC(=O)C2COc3ccccc3O2)c1 (stereo not drawn),78*,93,-4,-11,4,96,115,0.2,87
CCCCn1nc2cc(C(=O)N[C@H](C)C3CCCCC3)ccc2c1OCC,20,·,14,·,-21,·,·,0.8,·
Cc1ccc(S(=O)(=O)N(C)CC(=O)NC2CCCC2)cc1,12,99,0,-24,-10,96,110,0.9,100
O=C(CC1(O)C(=O)N(CN2CCOCC2)c2ccccc21)c1ccccc1 (stereo not drawn),13,84,-1,-1,-2,99,114,0.9,80
Cn1nc(-c2ccc(C(=O)N3CCN(c4ccccc4)CC3)cc2)c2ccccc2c1=O,·,100,·,-4,·,108,97,·,83
Cc1ccc(-c2noc(C3CCN(S(=O)(=O)c4ccc5c(c4)OCCO5)CC3)n2)o1,5,104,-1,-5,-6,109,102[fluorescence artefact?],0.9,40*
COCCCn1c(Cc2csc(Nc3cccc(Cl)c3)n2)nnc1SCC(=O)OC1CCCCC1,27,96,·,67*[fluorescence artefact?],·,100,55[fluorescence artefact?],0.7,89
COc1ccc(NC(=S)NCCc2ccccc2)c(OC)c1,90*,·,-1,·,-1,·,·,0.1,·
O=C1OC(c2ccccc2)=N/C1=C\N1CCCCC1,30,103,·,-39,·,100,92[fluorescence artefact?],0.7,92
CC1CCCN(C(=O)Cn2nnc(-c3cccnc3)n2)C1 (stereo not drawn),48,93,3,-4,1,100,125,0.5,86
COC(=O)C1=C(N)Oc2cc(N(C)C)ccc2C1c1ccccc1OC (stereo not drawn),26,60,-1,-2,-9,62,78,0.7,·
CCN(CC)S(=O)(=O)c1ccc2c(c1)nc(CCC(=O)Nc1ccccc1Cc1ccccc1)n2CC,77*,·,0,·,-2,·,·,0.2,·
CC1CCN(C(=O)c2cc3nc(-c4ccccc4)cc(-c4ccccc4)n3n2)CC1,45,84,9,1,7,89,108,0.5,82
Cc1ccc(OCC(=O)Nc2nnn(C)n2)c(C)c1,0,94,-2,-5,-12,103,110,1,94
N#C/C(=C1\C(=O)Nc2c(Cl)cc(Cl)cc21)c1nnc2n1CCCCC2,-5,85,-6,-12[fluorescence artefact?],29,99,111[fluorescence artefact?],1.1,36*
O=C(CNC(=O)c1ccccc1F)NC1CC1,·,102,·,-2,·,101,126,·,92
O=C(Nc1ccccc1)OCCNC(=O)c1cccc(Cl)c1,93*,87,2,3,-33,93,109,0.1,64
COc1cccc(C2CC(c3cccc(C)c3)n3ncnc3N2)c1 (stereo not drawn),74*,91,-2,-5,-7,99,106,0.3,91

# Random draw from the library (roughly 26% active in at least one column).
